High-throughput results deposited in PubChem BioAssay by several laboratories.
NR2E3 ag-1: NR2E3 agonists in two-hybrid cells, primary screen, cell-based, luminescence, CHO-S, Gal4-NCOR/VP16-NR2E3. Photoreceptor-specific nuclear receptor (Homo sapiens), Q9Y5X4. luciferase. inhibition of corepressor binding, % at 3.98 µM. 0.35% of 360,000 active. AID 602229, 2012;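 active = inhibition above the mean of all tested compounds plus 3 SD, cut at about 70% in these data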;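 note: 0% = DMSO with NR2E3 transfected cells and 100% = cells lacking NR2E3 construct; higher means lower luciferase signal from less NR2E3 corepressor binding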
Target sequence (Q9Y5X4 whole entry, looked up, the tested form may be a part): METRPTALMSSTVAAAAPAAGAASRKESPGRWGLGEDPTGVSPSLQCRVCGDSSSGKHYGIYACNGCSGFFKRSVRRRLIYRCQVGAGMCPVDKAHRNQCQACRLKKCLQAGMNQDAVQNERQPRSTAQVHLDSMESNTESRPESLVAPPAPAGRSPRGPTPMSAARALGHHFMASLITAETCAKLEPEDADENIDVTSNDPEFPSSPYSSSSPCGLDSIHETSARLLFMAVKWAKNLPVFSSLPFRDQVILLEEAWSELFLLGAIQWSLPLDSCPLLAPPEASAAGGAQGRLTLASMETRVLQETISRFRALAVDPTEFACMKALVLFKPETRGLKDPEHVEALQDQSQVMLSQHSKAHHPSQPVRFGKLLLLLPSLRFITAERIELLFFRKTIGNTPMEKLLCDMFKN
C8 TRAIL sens: viability loss with TRAIL in NB7+C8 cells, primary screen, TRAIL sensitizer project, cell-based, ATPlite luminescence | 1% of 360,000 active | inhibition (viability loss, TRAIL sensitization), % at 10 µM | AID 624354, 2012;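 active = compounds causing at least 50% loss of cell viability in the single-dose screen, relative to plate controls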
HIF-2a block: HIF-2a reporter inhibitors, primary screen, luminescence, 786-0 RCC cells | AID 624352, 2012 | inhibition, % at 18.8 µM | 786-0 RCC cells HIF-2a reporter, luciferase luminescence, overnight | 0.72% of 360,000 active;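 active = inhibition of the luminescence signal of 40% or more relative to plate controls, in a single-dose primary screen at 18.75 µM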
Peg3 promoter: Peg3 promoter-driven luciferase inhibitors, primary screen, cell-based, HeLa, luciferase luminescence; inhibition, % at 20 µM; HeLa PEG-Prom luciferase reporter, overnight; 1.7% of 360,000 active;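 active = inhibition of at least 50% at 20 µM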
Shn3 inh set2: reduction of Shn3 3'UTR firefly luciferase signal, primary screen, Schnurri-3 inhibitor project, cell-based, Clone20 osteoblasts, set 2; inhibition, % at 12.5 µM; 0.52% of 360,000 active; Clone20 osteoblast Shn3 3'UTR firefly luciferase, 24 h; AID 588674, 2011;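 active = mean inhibition of at least 75% with every replicate also reaching 75%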;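 note: 0% = median of neutral control wells and 100% = pilot-screen positive control compound; some compounds past the cut are filed as inactive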
NR2E3 ag-2: inhibitors of NR2E3-RetCOR corepressor binding, primary screen, NR2E3 agonist project, biochemical, TR-FRET, GST-NR2E3, biotin-RetCOR; Photoreceptor-specific nuclear receptor (Homo sapiens), Q9Y5X4; 1536-well; inhibition of corepressor binding, % at 4.78 µM; 0.12% of 320,000 active; AID 2300, 2010;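 active = percent inhibition above the cutoff of mean plus 3 SD of all tested compounds, set per screening campaign, cut at about 20% in these data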;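 note: 0% = DMSO wells and 100% = biotin wells as full block of FRET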
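Material: NR2E3–RetCOR corepressor complex / Amount: 1.35 nM GST-NR2E3 / Medium: Tris pH 7.5 / Compound: single nominal compound dose of 4.8 µM / Incubation: 5 h at 4 °C / Technique: TR-FRET, Eu(K)-anti-GST donor, streptavidin-D2 acceptor, ex 340, em 617/671 nm / Read-out basis: percent loss of FRET ratio relative to control wells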
KKLEB cytotox: cytotoxicity in KKLEB CF airway cells, primary screen, cytotoxicity control for CF NF-kB inhibitor project, cell-based, uHTS, fluorescence assay plates. AID 602141, 2011. 0.36% of 360,000 active. KKLEB CF airway cells viability, ATPlite luminescence, overnight; active compounds read low; cells stimulated with P. aeruginosa culture filtrate. activity change (cytotoxicity), % at 5 µM;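 active = corrected activity change at or below -50% at 5 µM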
EBV LMP1 NFkB: EBV LMP1-driven NF-kappaB luciferase reporter inhibitors, primary screen, cell-based, luminescence, single point; 0.69% of 350,000 active; AID 504558, 2011; inhibition, % at 12.5 µM; LMP1-induced NF-kappaB luciferase reporter cells; in the data active = inhibition above about 41%;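 note: 0% = neutral control wells and 100% = reference inhibitor control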
CF NFkB inh: inhibitors of PAF-induced NF-kB signaling, primary screen, cell-based, GFP fluorescence, uHTS; KKLEB NF-kB-GFP reporter, GFP fluorescence overnight; inhibition, % at 5 µM; 0.86% of 360,000 active; AID 588850, 2011;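 active = at least 50% inhibition at 5 µM, scaled per plate between neutral and stimulator controls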;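 note: PAF is a Pseudomonas aeruginosa culture filtrate used as stimulus; plate controls were PAF-stimulated DMSO wells for no effect and unstimulated DMSO wells for full effect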
iPSC survival up: enhancers of single-cell hiPSC survival, primary screen, ATPlite luminescence; 100% = ROCK inhibitor wells, 0% = DMSO; survival enhancement, % at 20 µM; 0.044% of 360,000 active; AID 602274, 2012; in the data active = survival enhancement above about 18%;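 note: cells exposed to compounds for 16 hours before the ATP read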
TRPM1 prom inh: inhibitors of MITF-dependent TRPM1 promoter reporter, primary screen, cell-based, SK-MEL-5, single point, luciferase | 0.83% of 330,000 active | SK-MEL-5 TRPM1 promoter luciferase, 24 h | inhibition, % at 12.5 µM;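 active = mean inhibition across replicates of 60% or more, whatever share of single replicates reaches that level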; note: values of inactives mirror those of a sister screen read the other way
Active calls of the source: *; / = no result given. An excerpt (hit frequency here may not be typical).

SMILES	NR2E3 ag-1	C8 TRAIL sens	HIF-2a block	Peg3 promoter	Shn3 inh set2	NR2E3 ag-2	KKLEB cytotox	EBV LMP1 NFkB	CF NFkB inh	iPSC survival up	TRPM1 prom inh
Cn1c(/C(C#N)=C(\O)c2ccc([N+](=O)[O-])cc2)nc2ccccc21	-10	1	-25	-2	6	1	-5	-7	11	2.0	-1
O=C(O)CCC(=O)Nc1nc2nccc(-c3ccccc3)n2n1	-8	-44	19	-1	/	-2	-4	6	4	-0.5	9
CCOC(=O)C(=O)NCC(c1cccs1)S(=O)(=O)c1ccc(C)cc1 (configuration not stated)	-12	5	14	13	0	1	-16	6	9	-0.1	-8
N#Cc1c(SCC(=O)Nc2nccs2)sc2c(O)cc(=O)[nH]c12	-26	7	-46	-40	-8	-2	6	-2	7	-0.3	1
O=c1c2ccccc2nc2n1CC/C2=C\N1CCN(c2ccc([N+](=O)[O-])cc2)CC1	5	9	-8	-5	-3	3	-4	1	-5	-0.2	13
C[C@H](CO)N1C[C@H](C)[C@@H](CN(C)S(=O)(=O)c2cccs2)Oc2ccc(NS(=O)(=O)c3ccccc3)cc2CC1=O	-20	-4	-1	-13	-20	/	24	-3	-9	-0.4	5
O=C1SCC(c2ccc(Cl)cc2Cl)=NN1Cc1nnc(-c2ccccc2)o1	-21	-10	15	5	-11	-3	-2	-3	-27	-0.4	9
Cc1ccc(S(=O)(=O)NCC(=O)N(CC(=O)NCC2CCCO2)Cc2ccccc2)cc1 (configuration not stated)	-14	-3	7	3	-14	-2	2	3	5	3.6	10
CCc1ccc(C(=O)Nc2ccc(OC)c(S(=O)(=O)N3CCOCC3)c2)cc1	7	6	3	11	14	0	15	-5	-7	-0.4	15
Cc1ccc(CN2CC(C(=O)Nc3ncccc3C)CC2=O)cc1 (configuration not stated)	-6	-9	13	9	9	-2	-9	1	-14	0.2	4
O=C(/C=C/c1ccc(Cl)cc1Cl)N(Cc1ccc(Cl)cc1)C1CCS(=O)(=O)C1 (configuration not stated)	-16	-2	-9	1	15	-2	1	6	2	-2.3	13
Cc1[nH]n(-c2ccccc2)c(=O)c1N=Nc1cccc(S(=O)(=O)N2CCOCC2)c1	17	6	10	-2	3	-1	-3	4	-4	-2.0	9
O=C(CCN1C(=O)/C(=C/c2cccs2)SC1=S)NC1=NCCS1	-13	3	20	2	-15	-3	6	0	-6	1.1	8
CCOc1ccc(NC(=O)CN(C)C(=O)CN2C(=O)C3CC=CCC3C2=O)cc1OCC (configuration not stated)	-3	11	9	6	3	1	-15	6	10	-0.6	5
O=C(Cn1nc(C(=O)O)c2ccccc2c1=O)Nc1ccccc1C(F)(F)F	-12	-5	5	8	-12	1	7	-5	-2	-0.3	-15
COc1ccc(S(=O)(=O)N2CCCCC2)cc1NC(=O)c1cc([N+](=O)[O-])ccc1N1CCOCC1	4	4	9	13	11	-5	-19	4	32	-0.4	0
COc1cccc(OC)c1C(=O)Nc1nnc(C(C)C)s1	-7	-15	-11	-9	17	0	-1	-10	-4	0.7	5
COC(=O)c1cccc(S(=O)(=O)N2CCCCC2)c1	5	0	0	21	3	2	-21	0	-16	-0.8	-5
O=C(CCCn1c(=S)[nH]c2cc3c(cc2c1=O)OCO3)N1CCN(c2ccccn2)CC1	-6	-10	18	4	-18	/	2	5	9	-1.6	1
Cc1cccc(C)c1NC(=S)N1CCC(N(C)CC2CCCO2)CC1 (configuration not stated)	-15	5	5	7	6	2	1	-4	-2	-0.1	-8
CCCN1C(=O)c2ccccc2NC1c1ccc(Cl)cc1 (configuration not stated)	-3	-24	-8	12	23	-1	5	-8	1	-0.2	20
CCOc1ccc(C(c2c(NC(=O)c3ccccc3)sc(C)c2C)N2CCN(C)CC2)cc1 (configuration not stated)	-48	-7	-45	-11	-36	-1	-10	2	27	-0.2	13
Cc1cc(O)c(NC(=S)NC(=O)c2ccc(-c3ccc(Cl)cc3)o2)cc1C	-48	-19	-1	0	6	-1	4	1	-10	0.5	-2
Cc1ccc(S(=O)(=O)N(C)C)cc1NC(=O)COC(=O)CCCOc1ccccc1	-23	-12	10	-3	1	0	-5	-1	5	-0.4	-5
COc1cc(/C=C(/Sc2nnc(-c3ccc(F)cc3)o2)C(=O)O)ccc1OC(F)F	-34	3	-13	7	-5	4	-4	-6	-5	3.0	7
CC(C)CCNC(=O)C(Cc1ccccc1)NS(=O)(=O)c1ccc2c(c1)c(=O)n(C)c(=O)n2C (configuration not stated)	-9	-21	7	-6	-13	0	-12	2	21	2.7	/
Cc1ccccc1NC(=O)c1cccc2nccnc12	-51	6	-117	-14	2	2	4	-21	-32	0.2	4
COc1ccccc1NC(=O)NC1(C(=O)N2CCC(O)CC2)CCCCC1	-26	1	3	-4	-16	1	7	5	-9	-2.2	-5
Cc1ccc(-c2nnn(CC(=O)N(CCN3CCOCC3)C(C(=O)NC(C)(C)C)c3ccc(C)o3)n2)cc1 (configuration not stated)	-12	0	4	8	-2	7	-1	-4	-15	0.6	2
O=C1c2ccccc2C(=O)N1OCc1ccccc1[N+](=O)[O-]	-36	6	12	6	1	-1	2	3	6	2.5	9
CC(C)(C)NC(=O)CC1C[C@H](C(=O)N2CCOCC2)[C@@]2(C)c3[nH]c4ccccc4c3CCN2C1=O (some centres not stated)	-3	6	4	-7	-1	/	9	-2	10	0.1	3
CCN1CCS/C1=C/C=C/C1=[N+](CC)CCS1	19	28	18	2	75	-9	-10	28	20	-1.2	51
COc1ccc2cc(C(c3nnnn3CCc3ccccc3)N3CCCC(C)C3)c(=O)[nH]c2c1 (configuration not stated)	-17	-35	11	10	10	3	1	0	-3	4.2	4
COCCN(C(=O)COC(=O)c1c(-c2ccccc2)noc1C)c1c(N)n(Cc2ccccc2)c(=O)[nH]c1=O	31	1	21	-1	-4	1	10	13	-5	-0.4	5
CCCCOc1ccc(CSC(=N)N)cc1Cl	-17	12	-82	93*	-63	2	-1	-2	-14	-0.3	32
Cc1onc(-c2ccccc2Cl)c1C(=O)NC(=S)Nc1ccccc1F	-2	3	14	4	6	6	9	-6	-6	0.8	-4
Cc1ccc2nc(-c3ccc(N4C(=NC(=O)CCC(=O)O)SC5CS(=O)(=O)CC54)cc3)sc2c1 (configuration not stated)	-140	19	-188	-314	-109	-1	-4	4	-22	1.8	-71
CC1(C)CC(=O)C2=C(C1)OC(N)=C(C#N)[C@@H]2c1ccccc1[N+](=O)[O-]	-8	12	20	15	/	2	7	-6	-17	-0.7	-7
O=C(Cc1cccs1)Nc1cccc(-c2nc3ccccc3o2)c1	-53	-12	-90	-38	4	7	-12	-23	-13	0.4	-5
CCOc1ccc(NC(=O)CSc2nc3ccccc3nc2N2CC(C)OC(C)C2)cc1 (configuration not stated)	-26	3	-25	-3	14	5	-5	7	-3	0.4	/

Another view of three compounds above:
| SMILES | NR2E3 ag-1 | C8 TRAIL sens | HIF-2a block | Peg3 promoter | Shn3 inh set2 | NR2E3 ag-2 | KKLEB cytotox | EBV LMP1 NFkB | CF NFkB inh | iPSC survival up | TRPM1 prom inh |
| --- | --- | --- | --- | --- | --- | --- | --- | --- | --- | --- | --- |
| Cc1[nH]n(-c2ccccc2)c(=O)c1N=Nc1cccc(S(=O)(=O)N2CCOCC2)c1 | 17 | 6 | 10 | -2 | 3 | -1 | -3 | 4 | -4 | -2.0 | 9 |
| O=C(CCN1C(=O)/C(=C/c2cccs2)SC1=S)NC1=NCCS1 | -13 | 3 | 20 | 2 | -15 | -3 | 6 | 0 | -6 | 1.1 | 8 |
| CCOc1ccc(NC(=O)CN(C)C(=O)CN2C(=O)C3CC=CCC3C2=O)cc1OCC (configuration not stated) | -3 | 11 | 9 | 6 | 3 | 1 | -15 | 6 | 10 | -0.6 | 5 |

Next section:
SMILES	NR2E3 ag-1	C8 TRAIL sens	HIF-2a block	Peg3 promoter	Shn3 inh set2	NR2E3 ag-2	KKLEB cytotox	EBV LMP1 NFkB	CF NFkB inh	iPSC survival up	TRPM1 prom inh
O=C1c2ccccc2NC(c2cccnc2)N1c1ccccc1F (configuration not stated)	-22	-6	2	4	6	6	-8	2	5	-0.3	4
OCC(O)C1OC(c2ccccc2)OC(CO)C1O (configuration not stated)	-33	9	10	-1	4	/	-4	1	21	-2.8	-1
COc1ccc(NC(=O)c2nn(C)c(C(=O)Nc3ccc(OC)cc3)c2[N+](=O)[O-])cc1	-15	-2	18	17	-6	-1	0	-25	14	-0.4	1
Cc1ccc(N2C(=O)C3CCCN3C2=S)c(C)c1 (configuration not stated)	-43	6	-4	-6	-11	0	6	0	-4	0.1	4
COc1ccc(CNC(=O)c2cnc3cc(C)ccn3c2=O)cc1	-33	-6	-44	-15	2	4	-4	-3	0	3.9	/
Cc1cc(=O)[nH]c2c1c(C)nn2C(C)(C)C	-1	14	12	3	9	0	8	-5	5	0.1	5
COCCN1CCN(C(=O)C2CCC(=O)N(CCc3ccccc3)C2)CC1 (configuration not stated)	-5	-2	10	4	-3	4	-4	2	17	1.2	4
Cc1ccc(S(=O)(=O)Oc2ccccc2/C=N/O)cc1	-14	-1	-15	14	-24	-3	-2	-2	9	-0.7	-22
O=C1C2C3C=CC(C3)C2C(=O)N1Cc1cccnc1 (configuration not stated)	-3	1	3	7	-1	4	1	-5	7	-0.5	-3
O=C(O)c1cc(NN=Nc2cccc([N+](=O)[O-])c2)cc([N+](=O)[O-])c1	9	4	8	8	7	2	-1	-6	-5	-0.3	-2
CC1=C/C(=N\OS(=O)(=O)c2ccccc2)C=CC1=O	9	-19	28	45	12	1	1	6	-14	-4.6	52
Cc1nn2c3c(cnc2c1-c1ccccc1)C(=O)CC(c1ccccc1)C3 (configuration not stated)	-12	-4	-23	-1	-7	1	-6	-2	0	2.7	-10
CCN(C(=O)CSc1nc2ccccc2o1)C1CCS(=O)(=O)C1 (configuration not stated)	-1	-2	-51	-52	-35	0	7	-9	9	0.5	-13
CC1CN(C(=S)Nc2ccc(F)cc2F)CC(C)O1 (configuration not stated)	-4	-5	9	10	2	3	-4	2	6	-0.3	-5
CCCOc1ccc(/C=C/C(=O)OCC(=O)N(C)c2c(N)n(Cc3ccccc3)c(=O)[nH]c2=O)cc1OCC	-36	9	1	-7	3	-4	0	-2	-4	2.2	16
O=C(CC1(O)C(=O)c2ccccc2C1=O)c1ccccc1	3	0	4	7	8	2	4	0	2	1.4	13
Cc1ccc(NC(=O)C2CCN(S(C)(=O)=O)CC2)cc1Cl	-11	18	7	4	-8	1	4	2	-23	-0.5	11
